# Screening results: PubChem, National Center for Advancing Translational Sciences (NCATS)
# GPT2 inhibitor: blocks human glutamate pyruvate transaminase 2. Recombinant GPT2, coupled pyruvate oxidase/HRP Amplex Red fluorescence. Potency, µM (series often up to 57.7 µM), for the others: top-dose activity change, negative = inhibition, usual class: inhibitors. hit rate 0.25% among 100,000. AID 1671188; note: potency is the fitted concentration of half-maximal effect; nearly all actives have a fitted effect of over 60% in size; many of its hits are not listed in these tables
# Target sequence (Q8TD30 whole entry, looked up): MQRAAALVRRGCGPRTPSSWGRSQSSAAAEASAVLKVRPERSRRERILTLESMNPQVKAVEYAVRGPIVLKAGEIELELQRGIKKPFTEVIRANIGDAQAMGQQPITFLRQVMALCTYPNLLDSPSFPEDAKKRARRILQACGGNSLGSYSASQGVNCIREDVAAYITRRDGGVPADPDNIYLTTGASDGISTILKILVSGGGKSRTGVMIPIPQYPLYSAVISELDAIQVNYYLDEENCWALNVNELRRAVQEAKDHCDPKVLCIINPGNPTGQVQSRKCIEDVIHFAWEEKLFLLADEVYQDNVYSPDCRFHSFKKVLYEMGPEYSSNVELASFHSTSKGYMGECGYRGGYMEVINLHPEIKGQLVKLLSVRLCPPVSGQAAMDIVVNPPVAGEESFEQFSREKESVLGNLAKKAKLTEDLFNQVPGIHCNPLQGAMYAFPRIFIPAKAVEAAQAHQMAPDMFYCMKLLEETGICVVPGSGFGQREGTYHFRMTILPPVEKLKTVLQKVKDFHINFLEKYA
#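 GPT2 10ng/uL, a-KG 250uM, L-Ala 2mM, HEPES pH7.5 + 0.0001% Tween; 30 min RT. Then Amplex mix (PO/HRP/ThPP), 30 min RT dark, fluorescence. AOA 50uM used as positive control.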
# IP6K1 inhibitor: inhibitors of human IP6K1; Q92551; IP6K1 kinase, ADP-Glo luminescence, 2 h; active compounds read low; activity change, % (series mostly up to about 58 µM); hit rate 0.81% among 140,000; in the data active = activity change below about -25%
#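 ADP-Glo luminescence measures ADP made by human IP6K1 during a 2 h RT reaction with ATP/IP6 (mix at 1.3 mM/130 uM); top library doses 57.5 and 19.1 uM final.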
# HEK293 tox: cytotoxic compounds in HEK 293 cells. hit rate 6.6% among 94,000. HEK 293 viability, ATP luminescence (CellTiter-Glo), 48-72 h. Potency, µM (highest dose often 115 µM), without a hit: at the highest dose activity change, negative = cytotoxicity, most hits filed as inhibitors; note: potency is the fitted concentration of half-maximal effect; nearly all actives have a fitted effect of over 60% in size
#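 Cells seeded first (HEK 293, 250 cells/well), then compound added by pintool. Incubation ran 48 or 72 hr at 37 degree Celsius. CellTiter-Glo was added and luminescence imaged after 10 min at room temperature.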
# Luciferase inh: inhibitors of firefly (Photinus pyralis) luciferase; hit rate 2.5% among 76,000; P08659; purified P. pyralis luciferase, luminescence, biochemical; Potency, µM (titrated, usually from 115 µM), without a hit: at the highest dose activity change, negative = inhibition, actives largely listed as inhibitors; AID 1347043; note: potency is the fitted concentration of half-maximal effect; nearly all actives have a fitted effect of over 65% in size
# Target sequence (P08659 whole entry, looked up): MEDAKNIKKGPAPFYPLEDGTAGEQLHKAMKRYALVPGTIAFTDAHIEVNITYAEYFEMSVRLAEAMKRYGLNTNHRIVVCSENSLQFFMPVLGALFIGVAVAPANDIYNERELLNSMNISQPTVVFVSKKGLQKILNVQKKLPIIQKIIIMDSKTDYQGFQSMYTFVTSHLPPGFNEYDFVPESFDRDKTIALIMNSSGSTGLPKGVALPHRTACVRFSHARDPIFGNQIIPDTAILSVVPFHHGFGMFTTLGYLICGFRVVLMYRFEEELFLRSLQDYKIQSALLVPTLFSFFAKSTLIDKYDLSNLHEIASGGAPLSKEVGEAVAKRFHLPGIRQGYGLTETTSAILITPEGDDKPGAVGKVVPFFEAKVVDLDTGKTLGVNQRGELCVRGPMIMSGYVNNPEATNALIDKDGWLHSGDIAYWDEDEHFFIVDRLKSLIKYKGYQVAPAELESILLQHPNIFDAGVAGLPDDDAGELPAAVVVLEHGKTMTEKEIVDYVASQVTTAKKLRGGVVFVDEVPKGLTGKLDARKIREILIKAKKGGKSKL
#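 Cell-free enzyme assay, 10nM P. pyralis luciferase, luciferin and ATP each at 10uM. Inhibition profiled over a 6-point titration, read as luminescence.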
# HEK293 viab: counter-screen for SNCA expression inhibitors: cell viability; Potency, µM (titrated, usually from 57.1 µM), without a hit: top-dose activity change, negative = cytotoxicity, actives largely listed as cytotoxic; AID 1671193; HEK-293-SNCA-luc viability, GF-AFC fluorescence, 24 h; hit rate 0.12% among 150,000;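 note: potency is the fitted concentration of half-maximal effect; 0% = DMSO-treated cells and -100% = medium-only wells without cells; nearly all actives have a fitted effect of over 30% in size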
#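 Cytotoxicity counterscreen: after 24 h compound treatment of genome-edited SNCA-luciferase HEK-293 cells, live-cell protease substrate GF-AFC read by fluorescence after 30 min; activity scaled between DMSO (0%) and medium-only (-100%), curves Hill-fitted.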
# SNCA expr inhib: inhibitors of alpha-synuclein (SNCA) gene expression | HEK-293 SNCA-luciferase knock-in, luminescence, 24 h | hit rate 0.17% among 140,000 | AID 1671194 | Potency, µM (titrated, usually from 57.2 µM), for the others: at the top dose activity change, negative = inhibition, hits mostly inhibitors;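 note: potency is the fitted concentration of half-maximal effect; plate controls were DMSO cells for no effect and cell-free wells for full effect; nearly all actives have a fitted effect of over 45% in size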
# 3T3 cytotox: NIH 3T3 cell cytotoxicity | NIH 3T3 viability, CellTiter-Glo ATP luminescence, 48-72 h | hit rate 4.3% among 94,000 | Potency, µM (highest dose often 96.7 µM), without a hit: at the top dose activity change, negative = cytotoxicity, most hits filed as inhibitors | AID 1345082; note: potency is the fitted concentration of half-maximal effect; nearly all actives have a fitted effect of over 55% in size
#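 Viability of NIH 3T3 cells after 48 or 72 hr compound treatment at 37 °C was assessed by CellTiter-Glo, with luminescence imaged following a 10 min room-temperature step.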
# * = called active by the depositor; i = inactive; ? = inconclusive; . = not tested or not shown; [ ] = dose if it differs, or a comment. Unless noted, calls come from the whole dose curve; as a rule, active = well fitted curve in the direction sought with a large enough effect; inconclusive = small, poorly fitted or top-dose-only effect, or another doubt; inactive = no such curve, though single readings can be large; an effect the other way counts as inactive or inconclusive. Unless noted, % is set by controls: 0 for no effect and ±100 for the full control effect.
1	CCCn1c2ccccc2c2nnc(SCC(=O)Nc3cccc(C(C)=O)c3)nc21
2	CN1CC(=O)N(c2ccc([N+](=O)[O-])cc2)Cc2c1ncnc2N1CCC(N2CCOCC2)CC1
3	CC1(C(=O)NC2CCOCC2)COCc2cnc(Nc3ccccc3)nc21 (stereo not given)
4	COc1cccc(N2C(=O)NC(=NC3CCCC3)C23CCN([S+](=O)([O-])c2ccccc2)C3)c1 (stereo not given)
5	O=C1NCCCCCCN(Cc2ccc(F)cc2F)[C@H]2CCC[C@@H]12
6	Cc1ccc(C(=O)N2CCc3cc(CNC(=O)c4ccc(Br)cc4)ccc32)cc1
7	COc1ccccc1C(=O)N1CCC2(CC1)CC(c1cccnc1)=NO2
8	O=C1c2ccccc2C(=O)c2c(NCCc3ccc(O)cc3)ccc(NCCc3ccc(O)cc3)c21
Compound	1	2	3	4	5	6	7	8
GPT2 inhibitor	.	i	i	0.2%	-10.1%	.	i	2.2%
IP6K1 inhibitor	-3.1	-0.5	5.3	1.8	8.1	13.4	6.3	.
HEK293 tox	.	-15.9%	-21.8%[172 µM]	-13.3%	?	.	-22.7%	.
Luciferase inh	.	-8.5%	11.4%[172 µM]	.	-11.8%	.	-3.5%	.
HEK293 viab	5.4%	12.0%	-2.9%[87.6 µM]	0.5%	-7.6%	-4.4%	-11.2%	28.2µM*
SNCA expr inhib	-0.8%	-3.9%	-28.0%[87.6 µM]	-0.9%	?	92.9%[activator]	-1.0%	?
3T3 cytotox	.	?	?	-20.2%	?	.	-13.2%	.

9	COc1ccc(CCCN2C(=O)O[C@@H]3CN(C4CCOCC4)C[C@@H]32)cc1
10	CCCCOc1ccc(C(=O)N2CCC(c3n[nH]c(=O)n3Cc3ccc(C)cc3)CC2)cc1
11	O=C(NCc1ccco1)c1ccc2c(c1)N(Cc1ccccc1F)C(=O)c1ccccc1S2=O (stereo not given)
12	Cc1cccc(CNC(=O)CCCN2C(=O)COc3ccc(C)cc32)c1
13	CCO[C@H]1C[C@@H](O)C12CCN(c1ccc(C#N)cn1)CC2
14	O=C1[C@H]2CCCN2C(=O)C2C[C@@H](NS(=O)(=O)c3cccs3)CCN12 (stereo not given in full)
15	CCOc1ccccc1CNC(=O)C1CCN(c2nnc(-n3c(C)ccc3C)s2)CC1
16	CC(=O)NC1(C)CCN(c2cccc(C(F)(F)F)c2)CC1
Compound	9	10	11	12	13	14	15	16
GPT2 inhibitor	?	-8.3%	.	.	0.7%	?	.	-3.6%[88.5 µM]
IP6K1 inhibitor	10.5	-18.2	5.5	-9.9	5.7	9.4	15.6	-2.8
HEK293 tox	6.1%	?	.	.	2.6%	-2.0%[172 µM]	.	?
Luciferase inh	14.1%	4.0%	.	.	9.5%	-5.2%[172 µM]	.	-9.6%[172 µM]
HEK293 viab	-3.2%	-5.9%	-12.6%	1.9%	3.5%	-0.1%[87.6 µM]	-1.8%	-1.3%[87.6 µM]
SNCA expr inhib	-3.3%	18.8%	12.3%	-10.3%	4.7%	-17.1%[87.6 µM]	-3.8%	-7.7%[87.6 µM]
3T3 cytotox	3.9%	-24.7%	.	.	-1.8%	-26.5%[174 µM]	.	-22.5%[138 µM]

17	COc1ccc(C(=O)NCc2ccc3c(c2)CCN3C(=O)c2ccccc2)cc1
18	CC(=O)N1CCCC(C(=O)N2CCC3(CC2)C(=O)N(C)c2ccccc23)C1 (stereo not given)
19	CN1CCN(C(=O)c2cn3cc(-c4ccc(C(F)(F)F)cc4)sc3n2)CC1
20	CO[C@@]1(C)C[C@@H](O)C12CCN(C(=O)CN1CCc3ccccc3C1)CC2
21	Cc1cccc(C(=O)N2CCC3(CC2)NC(=O)N(Cc2ccccc2)C3=O)c1
22	O=C(C1CCCCCC1)N1CCC(n2cc(-c3ccccc3)nn2)CC1
23	O=C(Nc1ccc([C@H]2OCC(=O)N(Cc3ccc(F)cc3)[C@@H]2CO)cc1)c1ccccc1
24	CCOc1ccc(N2CC(C(=O)NCc3nnnn3-c3ccc(C)c(C)c3)CC2=O)cc1 (stereo not given)
Compound	17	18	19	20	21	22	23	24
GPT2 inhibitor	.	0.8%	-6.2%	i	i	i	-4.3%[88.5 µM]	.
IP6K1 inhibitor	-4.5	4.4	-1.0	-8.3	2.8	4.8	-6.8	12.4
HEK293 tox	.	i	3.0%	0.9%	-18.7%	?	?	.
Luciferase inh	.	3.6%	.	9.6%	13.1%	0.0%	0.6%[172 µM]	.
HEK293 viab	14.1%	-2.2%	2.1%	5.2%	1.9%	?	3.8%[87.6 µM]	3.8%
SNCA expr inhib	-8.3%	12.5%	97.9%[activator]	4.3%	-14.5%	0.8%	-3.7%[87.6 µM]	-25.4%
3T3 cytotox	.	1.9%	?	-8.2%	-15.8%	?	?	.

# From entry 17 up to 23, as listed above:
17	COc1ccc(C(=O)NCc2ccc3c(c2)CCN3C(=O)c2ccccc2)cc1
18	CC(=O)N1CCCC(C(=O)N2CCC3(CC2)C(=O)N(C)c2ccccc23)C1 (stereo not given)
19	CN1CCN(C(=O)c2cn3cc(-c4ccc(C(F)(F)F)cc4)sc3n2)CC1
20	CO[C@@]1(C)C[C@@H](O)C12CCN(C(=O)CN1CCc3ccccc3C1)CC2
21	Cc1cccc(C(=O)N2CCC3(CC2)NC(=O)N(Cc2ccccc2)C3=O)c1
22	O=C(C1CCCCCC1)N1CCC(n2cc(-c3ccccc3)nn2)CC1
23	O=C(Nc1ccc([C@H]2OCC(=O)N(Cc3ccc(F)cc3)[C@@H]2CO)cc1)c1ccccc1
Compound	17	18	19	20	21	22	23
GPT2 inhibitor	.	0.8%	-6.2%	i	i	i	-4.3%[88.5 µM]
IP6K1 inhibitor	-4.5	4.4	-1.0	-8.3	2.8	4.8	-6.8
HEK293 tox	.	i	3.0%	0.9%	-18.7%	?	?
Luciferase inh	.	3.6%	.	9.6%	13.1%	0.0%	0.6%[172 µM]
HEK293 viab	14.1%	-2.2%	2.1%	5.2%	1.9%	?	3.8%[87.6 µM]
SNCA expr inhib	-8.3%	12.5%	97.9%[activator]	4.3%	-14.5%	0.8%	-3.7%[87.6 µM]
3T3 cytotox	.	1.9%	?	-8.2%	-15.8%	?	?

# The list goes on.
25	CCOC(=O)c1ccc(NC(=O)CC2C(=O)N(c3ccc(F)cc3)C(=O)N2Cc2ccc3c(c2)OCO3)cc1 (stereo not given)
26	CCOC(=O)C1CCN(C(=O)c2ccc(-c3ccc(N4CCCCCC4)nc3)cc2)CC1
27	O=C1CCCCC(CNC(=O)c2cn[nH]c2-c2ccc(F)cc2)N1 (stereo not given)
28	O=C(CC1CCOC2(CCN(Cc3cccc(F)c3)CC2)C1)NCc1ccncc1 (stereo not given)
29	O=C(NC1CCCN(C(=O)C2CC2)C1)c1cccc(Cn2cccn2)c1 (stereo not given)
30	COc1ccc(C)c2sc(N(Cc3cccnc3)C(=O)CCc3ccccc3)nc12
31	CCOC(=O)c1ccc(NC(=O)COc2cccc3c(=O)n(C)ccc23)cc1
32	COc1ccc(-c2cn3cc(C(=O)NCc4ccc(Cl)cc4)nc3s2)cc1
Compound	25	26	27	28	29	30	31	32
GPT2 inhibitor	.	i	-2.9%	-0.4%	i[11.5 µM]	.	.	i
IP6K1 inhibitor	1.3	-10.8	-5.4	28.0	23.3	10.3	-8.8	2.3
HEK293 tox	.	?	-3.1%	-3.9%	4.6%	.	.	-22.0%
Luciferase inh	.	-15.5%	.	-1.2%	-1.0%	.	.	.
HEK293 viab	-12.4%	-1.9%	4.6%	-7.3%	-2.5%	3.5%	2.4%	8.2%
SNCA expr inhib	-23.5%	6.5%	-1.0%	-2.2%	3.7%	-5.9%	11.1%	11.0%
3T3 cytotox	.	?	-8.8%	1.3%	-2.7%	.	.	-10.5%

33	CCn1c(=O)c2cc(C(=O)Nc3cc(OC)c(OC)c(OC)c3)sc2c2ccccc21
34	CC(C)c1ccc(N2C(=S)N[C@H]3[C@@H](O)[C@H](O)C[C@@H](C(=O)N(C)Cc4ccccc4)[C@H]32)cc1
35	CC(C)CN1CC(COc2ccc3ccccc3c2)Oc2ccnc(-c3ccc(OCC(=O)O)cc3)c2C1=O (stereo not given)
36	CC(=O)Nc1cc(C(=O)N2CCC(C)CC2)c2ccc(C)nc2c1
37	Cc1cc(C)n2ncc(CN3CCn4nc(C(C)O)cc4C3)c2n1 (stereo not given)
38	Cc1ccc(C(=O)NCC(c2ccc(Cl)cc2)N2CCCCC2)cc1 (stereo not given)
39	Cc1ccc(NC(=O)c2cnc(N3CCCCC3)c3ccccc23)cc1Cl
40	Cc1ccn2c(Nc3ccc4c(c3)OCO4)c(-c3ccc(C)o3)nc2c1
Compound	33	34	35	36	37	38	39	40
GPT2 inhibitor	.	i	1.4%	i	-9.1%	.	.	.
IP6K1 inhibitor	19.3	-0.4	-9.0	11.9	17.5	-0.5	6.9	-4.3
HEK293 tox	.	39.8µM*	-3.1%	-1.4%	-2.3%	.	.	.
Luciferase inh	.	3.16µM*	11.5%	1.9%	2.2%	.	.	.
HEK293 viab	-1.1%	-8.3%	2.5%	-8.7%	-6.8%	-4.2%	3.0%	-15.0%
SNCA expr inhib	-3.9%	75.6%[activator]	-5.0%	?	-3.6%	-24.0%	?	90.0%[activator]
3T3 cytotox	.	35.5µM*	?	i	i	.	.	.

41	O=C(C1CC1)N1CCC2(CC1)CC(N1CCN(c3ccccn3)CC1)CCO2 (stereo not given)
42	C=CCN1CCN(C(=O)[C@@H]2C[C@@H](O)CN2C2CCN(C(=O)c3cccc(OC)c3)CC2)CC1
43	CCOCCCn1c(SCC(=O)OCC)nc2c(sc3ccccc32)c1=O
44	Cc1ccc2nc(Cl)c3cc(C(=O)N4CCCCC4)sc3c2c1
45	COCCNC(=O)c1cc(-c2ccccc2C(F)(F)F)nc2c1cnn2C
46	Cc1ncc2n1C(=O)N(C1CCN(C(=O)Nc3ccccc3)CC1)C2
47	CC1(c2ccccc2)N(Cc2ccccc2)C(=O)OC12CCN(Cc1ccccn1)CC2 (stereo not given)
48	O=C(Cn1c(=O)c2cccn2c2ccc(F)cc21)Nc1cccc(F)c1
Compound	41	42	43	44	45	46	47	48
GPT2 inhibitor	i	i	.	.	.	-4.6%[88.5 µM]	?	.
IP6K1 inhibitor	10.3	3.9	6.7	18.2	-5.8	6.9	-0.5	23.2
HEK293 tox	?	-4.6%	.	.	-10.5%	i	?	.
Luciferase inh	0.1%	-4.0%	.	.	.	0.1%[172 µM]	-6.7%[172 µM]	.
HEK293 viab	0.4%	-4.3%	-10.7%	-6.2%	.	-1.5%[87.6 µM]	?	9.1%
SNCA expr inhib	-8.8%	6.4%	-17.7%	6.7%	.	5.2%[87.6 µM]	?	-18.8%
3T3 cytotox	-1.9%	i	.	.	-4.7%	-6.9%[138 µM]	?	.

# Only part of the results is shown; rates above refer to the full screens.
